Screens as filed in PubChem BioAssay.
GAA spleen mod = qHTS Assay for Inhibitors and Activators of Human alpha-Glucosidase From Spleen Homogenate; human spleen homogenate, 4-MU-alpha-glucoside fluorescence; Potency, µM (series often up to 79.9 µM), inactives show at the top dose activity change, negative = inhibition, usual class: inhibitors; hit rate 0.006% among 240,000; AID 2112, 2009;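 also: 0% = enzyme with vehicle and -100% = no enzyme basal signal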
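Human spleen homogenate (1 ug) with 4-methylumbelliferyl-alpha-D-glucopyranoside (1 mM final) in 50 mM citrate/phosphate pH 5.0, 0.01% Tween-20; 40 min at 37 C. Stopped at pH 10; 4-MU fluorescence Ex 365/Em 440 nm; AC50 by Hill fit.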
GAA inh = qHTS Assay for Inhibitors of Human alpha-Glucosidase as a Potential Chaperone Treatment of Pompe Disease. purified human GAA, 4-MU-alpha-glucoside fluorescence. Potency, µM (series often up to 76.9 µM), inactives show at the highest dose activity change, negative = inhibition, actives largely listed as inhibitors. hit rate 0.005% among 200,000;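 also: plate controls were uninhibited enzyme wells for no effect and no-enzyme background for full effect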
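Human enzyme at 4 nM with 400 uM 4-methylumbelliferyl-alpha-D-pyranoside, citrate/phosphate buffer pH 5.0, 0.005% Tween-20, 20 min at room temperature. Compounds up to 77 uM. 4-MU fluorescence (Ex 365/Em 440) read after NaOH/glycine stop; AC50 from Hill fit.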
RECQ1 helicase = qHTS Assay for Inhibitors of RecQ-Like Dna Helicase 1 (RECQ1); RECQ1 DNA unwinding, red fluorescence kinetic read; Potency, µM (doses to about 57.3 µM), inactives show at the top dose activity, negative = inhibition, actives largely listed as inhibitors; hit rate 0.54% among 240,000; AID 2549, 2010;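 also: plate controls were vehicle for no effect and no enzyme for full effect; nearly all actives have a fitted effect of over 30% in size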
Target sequence (P46063 whole entry, looked up): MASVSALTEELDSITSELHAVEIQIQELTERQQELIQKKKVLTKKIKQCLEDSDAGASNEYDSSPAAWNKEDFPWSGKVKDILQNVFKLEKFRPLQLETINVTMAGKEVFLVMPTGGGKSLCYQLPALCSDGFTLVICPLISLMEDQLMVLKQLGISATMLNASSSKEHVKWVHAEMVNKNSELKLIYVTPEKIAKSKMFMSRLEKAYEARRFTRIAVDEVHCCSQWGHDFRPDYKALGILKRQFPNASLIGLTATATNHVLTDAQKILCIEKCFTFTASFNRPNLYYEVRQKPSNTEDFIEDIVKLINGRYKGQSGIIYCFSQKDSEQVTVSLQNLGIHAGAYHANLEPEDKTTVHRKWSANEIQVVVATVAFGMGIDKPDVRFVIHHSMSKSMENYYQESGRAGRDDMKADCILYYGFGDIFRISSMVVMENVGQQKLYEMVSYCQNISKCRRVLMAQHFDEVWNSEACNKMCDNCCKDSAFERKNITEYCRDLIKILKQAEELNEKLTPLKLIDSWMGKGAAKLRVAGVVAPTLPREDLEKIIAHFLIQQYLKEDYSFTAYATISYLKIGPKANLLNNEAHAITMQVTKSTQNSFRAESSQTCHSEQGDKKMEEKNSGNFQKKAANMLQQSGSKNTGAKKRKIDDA
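50 nM RECQ1T1 preincubated 15 min with compound in Tris pH 8.0 buffer with MgCl2, DTT, Tween-20 and 2.5 ug/ml poly(dI-dC); started with 200 nM TAMRA/BHQ-2 forked duplex and 2 mM ATP. Unwinding read as fluorescence (525/598 nm), two reads 2 h apart.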
GoLoco inh red = qHTS Assay for Inhibitors of RGS12 GoLoco Motif Activity (Red Fluorophore). Gai1:RGS12 GoLoco peptide FP, rhodamine, 10 min. Guanine nucleotide-binding protein G(i) subunit alpha-1 (Homo sapiens), P63096. Potency, µM (top dose mostly 61.6 µM), for inactives: top-dose activity, negative = inhibition, usual class: inhibitors. hit rate 0.44% among 230,000; active = well fitted inhibition curve with a large enough effect, not every such curve was filed as active; inactive = no such curve, though single readings can be large or run the other way; also: nearly all actives have a fitted effect of over 30% in size; many of its hits are not listed in these tables
Target sequence (P63096 whole entry, looked up): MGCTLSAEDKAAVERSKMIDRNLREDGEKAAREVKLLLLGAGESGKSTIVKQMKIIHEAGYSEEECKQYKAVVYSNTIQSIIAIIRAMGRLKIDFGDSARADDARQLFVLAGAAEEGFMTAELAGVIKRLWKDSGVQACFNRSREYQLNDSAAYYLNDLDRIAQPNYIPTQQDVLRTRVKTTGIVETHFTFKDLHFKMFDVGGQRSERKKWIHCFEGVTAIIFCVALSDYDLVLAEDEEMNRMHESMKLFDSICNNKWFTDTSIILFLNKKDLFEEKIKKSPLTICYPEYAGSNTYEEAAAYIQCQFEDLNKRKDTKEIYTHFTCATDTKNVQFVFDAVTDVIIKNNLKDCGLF
L3MBTL1 block = qHTS Assay for the Inhibitors of L3MBTL1 | Lethal(3)malignant brain tumor-like protein 1 (Homo sapiens), Q9Y468 | AlphaScreen L3MBTL1–H3K9me1 peptide binding | Potency, µM (top dose mostly 57.1 µM), for the others: top-dose activity, negative = inhibition, usual class: inhibitors | hit rate 0.66% among 230,000 | AID 485360, 2010; also: nearly all actives have a fitted effect of over 60% in size
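AlphaScreen assay: L3MBTL1 (50 nM final) was preincubated 30 min at room temperature with biotinylated H3(1-15)K9me1 peptide (75 nM final), then 30 min with library compounds; streptavidin donor and nickel chelate acceptor beads (10 ug/mL final) added, 30 min dark.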
TRb-SRC2 inh = qHTS for Inhibitors of the Interaction of Thyroid Hormone Receptor and Steroid Receptor Coregulator 2 | Thyroid hormone receptor beta (Homo sapiens), P10828 | hit rate 0.065% among 280,000 | Potency, µM (titrated, usually from 106 µM), for the others: at the highest dose activity change, negative = inhibition, actives largely listed as inhibitors | TRbeta-SRC2 peptide binding, fluorescence polarization; receptor liganded with 1 µM T3;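 also: plate controls were bound peptide for no effect and peptide without receptor for full effect; nearly all actives have a fitted effect of over 50% in size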
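Human TRb ligand-binding domain (0.6 uM) is mixed with 20 nM Texas Red SRC2 peptide and 1 uM T3; after compound addition and 5 hr at ambient temperature, polarization is measured and normalized to unbound and bound controls.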
GAA glycogen = qHTS Assay for Inhibitors and Activators of Human alpha-Glucosidase Cleavage of Glycogen. recombinant GAA, glycogen substrate, Amplex Red glucose oxidase fluorescence. Potency, µM (top dose mostly 76.4 µM), without a hit: at the highest dose activity change, negative = inhibition, usual class: inhibitors. hit rate 0.38% among 300,000;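 also: 0% = full enzyme reaction and -100% = no-enzyme basal signal; the screen sought inhibitors and activators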
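Recombinant human alpha-glucosidase (4 nM final) hydrolysed bovine liver glycogen (30 ug) for 40 min at 37 C in pH 5.0 citrate/phosphate with 0.01% Tween-20. Released glucose detected by glucose oxidase/Amplex Red, Ex 573/Em 610 nm. Compounds up to 77 uM; AC50 from Hill fits.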
TR SRC2 fluor cs = Total Fluorescence Counterscreen for Inhibitors of the Interaction of Thyroid Hormone Receptor and Steroid Receptor Coregulator 2 | Potency, µM (highest dose often 106 µM), without a hit: at the highest dose fluorescence change, negative = quenching | TRb/SRC2 Texas Red total fluorescence interference | hit rate 0.29% among 280,000; active = well fitted curve in either direction with a large enough effect; inconclusive = small, poorly fitted or top-dose-only effect
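Flags fluorescent or light-absorbing compounds by total fluorescence, S + 2P, at 555 nm excitation and 632 nm emission. Mixture: 20 nM Texas Red SRC2 peptide, 0.6 uM human TRb LBD, 1 uM T3, 5% DMSO; compound exposure 5 h at ambient temperature.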
* = called active by the depositor; i = inactive; ? = inconclusive; . = not tested or not shown; [ ] = remark or other dose. Unless noted, calls follow the shape of the dose curve; as a rule, active = well fitted curve in the direction sought with a large enough effect; inconclusive = small, poorly fitted or top-dose-only effect, or another doubt; inactive = no such curve, though single readings can be large; an effect the other way counts as inactive or inconclusive. Unless noted, % is scaled to controls: 0 for no effect and ±100 for the full control effect; potency is read from the fitted curve at half-maximal effect.

SMILES	GAA spleen mod	GAA inh	RECQ1 helicase	GoLoco inh red	L3MBTL1 block	TRb-SRC2 inh	GAA glycogen	TR SRC2 fluor cs
COCc1ccc(CN2CCCC(CO)(Cc3ccccc3C)C2)o1 (stereo unspecified)	4%	5%	i	8%	2%	3%	-4%	-2%
COc1ccccc1C1CCN(Cc2cccc([N+](=O)[O-])c2)CC1	-4%	.	-12%	3%	-20%	8%	-2%	-2%
CN1CCN(C(=S)SCc2nc(N)nc(Nc3ccc(F)cc3)n2)CC1	-2%	8%	i	14%	-6%	-4%	-11%	-3%
O=C1NC(=O)/C(=C/c2ccccn2)S1	-4%	.	-5%	-1%	2%	0%	-2%	-1%
CCN(CC)C(=O)CSc1nc2ccccc2c(=O)n1OC	-4%	-7%	i	13%	-3%	-3%	8%	-3%
COCCn1c(SCC(=O)Nc2ccc(F)cc2)nc2c(oc3ccccc32)c1=O	-3%	-3%	1%	1%	-2%	-1%	-19%	-3%
COc1ccc2nc(SCC(=O)N3CC(=O)Nc4ccccc43)c(C#N)cc2c1	-7%	-2%	i	6%	.	1%	3%	-3%
CC1=NN(c2ccccc2)C(=O)/C1=C\c1ccc(Br)s1	-7%	1%	-14%	-13%	?	-11%	-6%	-6%
Cc1cc(-c2ccccc2)nc2[n+]1CCN2C	-5%	2%	-4%	0%	-2%	1%	2%	0%
Cc1ccc(S(=O)(=O)CCC(=O)OCn2nnc3ccccc3c2=O)cc1	5%	-24%	i	9%	-2%	7%	20%	-3%
O=C(Nc1nccs1)C1CC=CC2CCN(Cc3ccc(Cl)c(Cl)c3)C(=O)C21 (stereo unspecified)	-1%	.	-2%	.	.	1%	.	-1%
COc1ccc(OC)c(C2C(C#N)=C(N)Oc3cc(C)n(Cc4ccccn4)c(=O)c32)c1 (stereo unspecified)	3%	-2%	-8%	-2%	1%	2%	-5%	-8%
COC(=O)c1ccccc1OCCCOc1ccc(C=O)cc1OC	3%	-1%	-9%	2%	-2%	-4%	1%	-2%
C=CCCn1c(Cl)c(C#N)sc1=O	4%	.	-2%	.	.	-4%	.	-2%
C[n+]1cnc(-c2ccccc2)cc1-c1ccccc1	-2%	-1%	-5%	14µM*	16%	-3%	7%	-5%
O=C(c1ccc(-c2ccccc2)cc1)N1CCN(c2nc3ccccc3o2)CC1	3%	.	i	-11%	18%	-7%	0%	-4%
O=C(NCCc1cccs1)c1cccs1	4%	-1%	-8%	3%	.	-3%	1%	0%
Clc1ccc2[nH]c3c(N4CCC5(CC4)OCCO5)ncnc3c2c1	-3%	7%	-10%	-2%	-6%	-16%	-5%	-4%
COc1ccc(NC(=O)COC(=O)c2ccc(Cl)c(S(N)(=O)=O)c2)c([N+](=O)[O-])c1	-2%	?	-7%	-4%	42%[activator]	-11%	8%	-6%
O=S(=O)(CCc1ccccc1)c1nnnn1-c1ccccc1	-5%	.	-1%	4%	.	12%	.	-1%
CCCn1nc(C(=O)NCc2ccccn2)c2ccccc2c1=O	-1%	2%	i	4%	.	-1%	5%	1%
Cc1nc2ccccc2n1CCc1ccccc1	5%	12%	-11%	15%	1%	5%[53 µM]	-1%	-2%[53 µM]
CC(=O)NC(CCS(C)(=O)=O)C(=O)Nc1ccccc1Cl (stereo unspecified)	-4%	-6%	-5%	3%	2%	-2%	7%	-1%
Nn1c(SCC(=O)Nc2ccccc2F)nc2ccccc2c1=O	3%	-4%	-3%	3%	0%[11.4 µM]	-11%	4%	-1%
Cc1cc([N+](=O)[O-])nn1Cc1c(F)c(F)c(F)c(F)c1F	-2%	-5%	-4%	9%	1%	-12%	3%	1%
O=C(O)C1CC=CCC1C(=O)NCCc1csc(-c2ccccc2)n1 (stereo unspecified)	2%	6%	-4%	4%	8%	-4%	5%	0%
Cc1ccccc1C(=O)N[C@H](C(=O)OCC(=O)c1ccc[nH]1)C(C)C	-3%	-6%	-6%	3%	7%	-3%	18%	?
COc1cc(OC)c2c(OC)cccc2n1	-5%	5%	-9%	-3%	1%	1%	-17%	-1%
O=c1cc(N2CCOCC2)oc2c1ccc1ccccc12	-3%	.	-8%	.	.	2%	.	-2%
O=C(Nc1ncc(Cl)cn1)c1cccs1	-4%	-5%	-8%	2%	.	-10%	0%	-1%
CCCN1C(=O)CC(c2ccco2)Sc2ccccc21 (stereo unspecified)	1%	-6%	-24%	-43%	-6%	-7%	-14%	6%
COC(=O)c1cc(NC(=O)c2cccc(F)c2)cc(C(=O)OC)c1	-2%	-6%	-4%	11%	4%	-2%	13%	7%
O=C(CN1CCN(Cc2ccccc2Cl)C1=O)NCC1CCCO1 (stereo unspecified)	-1%	4%[15.4 µM]	-6%	7%	3%	-4%	-6%	-3%
CCS(=O)(=O)c1ccc(O)c(NC(=O)CC2(CC(=O)O)CCCC2)c1	5%	.	-10%	5%	.	2%	-8%	-1%
Cc1c(CCC(=O)O)c(=O)oc2cc3occ(C(C)(C)C)c3cc12	6%	.	-2%	13%	-3%	2%	-1%	0%
CC(C)NC[C@@H](O)c1ccc(O)c(O)c1	2%	-2%[15.4 µM]	6%	-24%	?	1%	?	-6%
O=[N+]([O-])c1cccc(-c2nc3ccc([N+](=O)[O-])cc3[nH]2)c1	3%	-12%	-4%	39%[activator]	?	8%	1%	-1%
COc1cccc(OCCCOc2ccc([N+](=O)[O-])cc2Cl)c1	-11%	-8%	-14%	3%	7%	-8%	-5%	-1%
Cc1cc(NC(=O)CCc2ccc(S(=O)(=O)N3CCOCC3)cc2)n(-c2ccccc2)n1	-1%	-2%	i	11%	5%	2%	-4%	-1%
CCOc1ccc(NC(=O)N(C2CCCCC2)C(C)c2cccnc2)cc1 (stereo unspecified)	0%	-4%	-3%	-12%	.	7%	11%	-3%
CC1CCC(C(C)C)C(OCC(O)CN2CCCC(C)C2)C1 (stereo unspecified)	-5%	-11%	i	4%	4%	3%	-4%	0%
O=c1nc2n(c3cccc(Cl)c13)CCCCC2	4%	-6%	8%	-1%	.	-5%	0%	-6%
CCCCNC(=O)Cc1coc2ccc3ccccc3c12	1%	1%	-14%	-3%	-1%	-1%	1%	-7%
CCOC(=O)/C(=C/C1=CC(=C/N(C)C)/C(=O)O1)C(C)=O	-6%	-8%	-1%	13%	-7%	3%	6%	-2%
O=C(Cn1nc2sc3ccccc3n2c(=O)c1=O)c1cccs1	-6%	.	3%	1%	5%	-3%	-1%	-1%
O=C1NC(=O)/C(=C\c2ccc(Oc3cnccn3)cc2)S1	4%	-7%	-11%	2%	1%	-5%	3%	-1%
Brc1ccc(OCc2nnnn2-c2ccccc2)cc1	-7%	2%	-24%	-3%	.	-2%	1%	-1%
Cc1ccc(NC(=O)c2ccc(OCc3c(C)noc3C)cc2)cc1	6%	-9%	10%	7%	14%	3%	9%	0%

One compound at a time, from the list above.
`O=[N+]([O-])c1cccc(-c2nc3ccc([N+](=O)[O-])cc3[nH]2)c1` reads GAA spleen mod: 3%; GAA inh: -12%; RECQ1 helicase: -4%; GoLoco inh red: 39%[activator]; L3MBTL1 block: ?; TRb-SRC2 inh: 8%; GAA glycogen: 1%; TR SRC2 fluor cs: -1%
`O=c1nc2n(c3cccc(Cl)c13)CCCCC2` reads GAA spleen mod: 4%; GAA inh: -6%; RECQ1 helicase: 8%; GoLoco inh red: -1%; L3MBTL1 block: .; TRb-SRC2 inh: -5%; GAA glycogen: 0%; TR SRC2 fluor cs: -6%
`CCCCNC(=O)Cc1coc2ccc3ccccc3c12` reads GAA spleen mod: 1%; GAA inh: 1%; RECQ1 helicase: -14%; GoLoco inh red: -3%; L3MBTL1 block: -1%; TRb-SRC2 inh: -1%; GAA glycogen: 1%; TR SRC2 fluor cs: -7%

(next part)
SMILES	GAA spleen mod	GAA inh	RECQ1 helicase	GoLoco inh red	L3MBTL1 block	TRb-SRC2 inh	GAA glycogen	TR SRC2 fluor cs
CCOC(=O)N1CCN(C(=O)C(CC)c2ccccc2)CC1 (stereo unspecified)	1%	?	-9%	7%	6%	0%	6%	-6%
COC(=O)C1=C(C(=O)OC)[C@@H]2N(C)c3ccc(OC)cc3[C@@]23C[C@@H](C(=O)OC)N(S(=O)(=O)c2ccc4c(c2)OCCN4C)C3=N1	4%[17.4 µM]	.	-6%[11.5 µM]	-4%[14.2 µM]	.	4%[11.2 µM]	.	1%[11.2 µM]
C=CCN1c2ccccc2[C@]23C[C@@H](C(=O)OC)N(C(=O)c4ccco4)C2=NC(C(=O)OC)=C(C(=O)OC)[C@H]13	0%[17.4 µM]	.	5%[11.5 µM]	1%[14.2 µM]	.	5%[11.2 µM]	-12%	3%[11.2 µM]
O=C(c1cc2cc(Br)cc(Br)c2oc1=O)N1CCCc2ccccc21	3%	-11%	0%	-15%	.	-16%	8%	0%
Cc1cc(N2CCN(c3ccccc3)CC2)n2ncnc2n1	3%	-8%	-6%	-3%	-1%	0%	-13%	0%
CCOC(=O)C1=C(C)N(CCO)C(=O)NC1c1cccc(O)c1 (stereo unspecified)	3%	5%	0%	9%	11%	-9%	-12%	-2%
O=C(N/N=C/c1ccccc1[N+](=O)[O-])c1cccs1	6%	.	-4%	3%	-1%	-3%	-8%	-1%

Only part of the results is shown, so the mix of outcomes need not match the whole.
